Platelet DG rel: modulates dense granule release in human platelets; AID 1663; hit rate 0.22% among 300,000; inhibition, %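 (compounds screened at 7.5 µM in platelet-rich plasma)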; human platelet-rich plasma, SFLLRN dense granule ATP release, luminescence;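 active = mean replicate score, as percent of positive control, at or above 50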
HSP90 inh: blocks HSP90-mediated luciferase refolding in reticulocyte lysate. Rabbit reticulocyte lysate, luciferase refolding luminescence, 3 h. inhibition, % at 5.6 µM. hit rate 0.91% among 290,000;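 active = inhibition above the screen-wide mean plus 3 SD, computed separately per campaign, cut at about 16% in these data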;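 note: 0% = DMSO wells and 100% = 60 µM geldanamycin wells; inhibitors lower the luminescence because luciferase stays unfolded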
HSF1 inhib: HSF1 inhibition. NIH3T3-HGL HSE-luciferase, MG132-induced, luminescence 8 h; hits give low values. activity change, negative = inhibition, % at 7.5 µM (by protocol). hit rate 0.77% among 300,000. AID 2098;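 active = more than half of replicate wells show activity change below -50%, luminescence cut by over half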;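 note: luciferase reports HSF-1 transcriptional activity via heat shock element; 0% = median of DMSO wells and -100% = zero luminescence signal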
DYRK1A inh: blocks rat Dyrk1A kinase activity; ADP-Glo luminescence, NFATc1 peptide; inhibition, % at 12.5 µM; hit rate 0.43% among 310,000; AID 504441; in the data active = inhibition above about 50%;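 note: plate controls were vehicle with enzyme for no effect and no enzyme for full effect; many of its hits are not listed in these tables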
GSK3beta inhib: inhibitors of human GSK3beta kinase; P49841; GST-GSK3beta kinase, ADP-Glo luminescence, 60 min; hits give low values; activity score (negative = inhibition), % at 10 µM; hit rate 0.038% among 300,000; AID 2097;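 active = more than half of replicate wells score below -50%, meaning over 50% inhibition versus plate controls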;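 note: 0% = median DMSO wells and -100% = median GW8510 positive control wells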
Target sequence (P49841 whole entry, looked up): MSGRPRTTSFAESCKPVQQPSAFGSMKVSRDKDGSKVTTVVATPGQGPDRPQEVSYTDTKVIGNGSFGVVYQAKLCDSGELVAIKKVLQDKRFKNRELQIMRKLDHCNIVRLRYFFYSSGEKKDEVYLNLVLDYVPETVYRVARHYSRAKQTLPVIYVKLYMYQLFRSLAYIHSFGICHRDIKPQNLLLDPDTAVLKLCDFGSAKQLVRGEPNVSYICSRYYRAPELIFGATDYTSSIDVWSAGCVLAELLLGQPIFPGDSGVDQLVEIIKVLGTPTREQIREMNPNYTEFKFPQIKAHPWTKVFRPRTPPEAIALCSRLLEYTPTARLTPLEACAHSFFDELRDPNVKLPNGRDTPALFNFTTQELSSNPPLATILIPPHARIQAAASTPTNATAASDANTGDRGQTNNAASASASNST
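Test system: GST-fused GSK3beta enzyme, cell-free | Quantity: 1.6 ng GST-GSK3beta enzyme per well | Reagent: 25 µM ATP with peptide substrate | Schedule: 60 min enzyme reaction, room temperature | Signal: Luminescent ADP-Glo measurement of ADP formed | Read-out basis: Score relative to plate controls | Control set: DMSO and 20 µM GW8510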
IEC-6 tox: kills IEC-6 intestinal cells in KLF5 counter-screen; AID 1825; hit rate 0.78% among 290,000; inhibition, % at 5 µM; IEC-6 cytotoxicity, luminescence viability; in the data active = inhibition above about 22%;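 note: 0% = plate median of test compound wells and 100% = cytotoxic reference compound wells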
aSyn 5UTR inh: MLPCN primary screen, SNCA 5' untranslated region | alpha-synuclein 5'UTR reporter, inhibitor activity | inhibition, % (tested at 7.5 µM) | hit rate 0.82% among 300,000 | AID 1813; in the data active = inhibition above about 60%;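 note: H4 neuroglioblastoma cells stably carrying SNCA 5'UTR luciferase fusion; 0% = DMSO wells and 100% = positive control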
HSF1 activator: increases HSF-1 driven luciferase reporter signal; hit rate 1.7% among 300,000; NIH3T3-HGL HSF-1 luciferase reporter, MG132, 8 h; 100% = twice DMSO control signal; activation, % at 9 µM;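 active = mean replicate activation of at least 50% with a set share of replicates each reaching 50%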;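 note: 0% = median of the neutral control wells and 100% = twice that signal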
GSK3 alpha inh: inhibitors of human GSK-3 alpha kinase. hit rate 0.1% among 320,000. ADP-Glo luminescence, 60 min. inhibition, % at 10 µM. P49840;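 in the data active = inhibition above about 50%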;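 note: GST-tagged GSK-3 alpha with peptide substrate and 25 µM ATP; 0% = DMSO neutral wells and 100% = GW8510 positive control wells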
Target sequence (P49840 whole entry, looked up): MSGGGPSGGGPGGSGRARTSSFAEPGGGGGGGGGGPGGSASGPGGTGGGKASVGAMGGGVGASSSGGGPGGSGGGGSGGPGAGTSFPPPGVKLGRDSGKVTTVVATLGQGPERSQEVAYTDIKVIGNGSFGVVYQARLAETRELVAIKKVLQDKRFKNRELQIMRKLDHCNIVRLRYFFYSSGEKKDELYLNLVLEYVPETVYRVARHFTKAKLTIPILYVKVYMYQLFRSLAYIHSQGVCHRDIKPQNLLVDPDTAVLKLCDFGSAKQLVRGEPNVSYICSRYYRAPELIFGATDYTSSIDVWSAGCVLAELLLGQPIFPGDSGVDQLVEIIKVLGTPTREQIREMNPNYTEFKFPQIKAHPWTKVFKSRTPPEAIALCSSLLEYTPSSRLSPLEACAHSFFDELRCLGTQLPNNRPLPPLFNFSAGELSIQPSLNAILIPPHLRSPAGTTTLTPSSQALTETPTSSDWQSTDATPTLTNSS
KLF5 inhibitor: inhibitors of KLF5 expression. AID 1700. DLD-1 KLF5 promoter-luciferase reporter, luminescence. inhibition, % at 5 µM. hit rate 0.23% among 290,000;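 active = inhibition above a per-plate limit of that plate's mean compound inhibition plus 3 SD, cut at about 60% in these data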;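 note: 0% = DMSO wells and 100% = LY294002 at 200 µM; higher means less KLF5 promoter-driven luciferase light; inactives centre near -14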
Numbers without * were called inactive; x = no result given. A portion of the library. The share of hits here may be higher or lower than overall.

SMILES | Platelet DG rel | HSP90 inh | HSF1 inhib | DYRK1A inh | GSK3beta inhib | IEC-6 tox | aSyn 5UTR inh | HSF1 activator | GSK3 alpha inh | KLF5 inhibitor
CC(=O)Nc1ccc(S(=O)(=O)N2CCN3CCCC3C2)cc1 (stereo unspecified) | 1 | -3 | -7 | -2 | 3 | -5 | 0 | -1 | -2 | 6
CCN(CC)CCCNC(=O)C1c2ccccc2C(=O)N1Cc1ccc(C)cc1 (stereo unspecified) | -2 | -2 | -6 | 3 | 3 | -1 | -2 | 13 | -1 | -37
CCOc1ccc(NC(=O)CN(C)C(=O)c2cn(-c3ccc(F)cc3)nc2-c2cccc(OC)c2)cc1OCC | -2 | x | 2 | 9 | 2 | x | 9 | 11 | -2 | x
Cc1ccc(S(=O)(=O)N2CCOCC2)cc1NC(=O)CNCC1CCCCC1 | 4 | 0 | 9 | x | 1 | 4 | -4 | 16 | -2 | -4
COc1ccc(NC(=O)CN2CCN(S(=O)(=O)c3ccc(Cl)cc3)CC2)cc1Cl | -2 | 0 | -3 | -2 | -1 | -5 | 22 | 7 | x | -9
C=CCNC(=O)/C(C#N)=C/c1cn(-c2ccccc2)nc1-c1cccs1 | 11 | -1 | -2 | -3 | 0 | -1 | 13 | -14 | -2 | -17
CCOc1ccc(C(=S)NC2CCCCC2)cc1OCC | 0 | 0 | -2 | -1 | 1 | -2 | -2 | -9 | -5 | -30
COc1ccc(/C=C(/NC(=O)c2cccc([N+](=O)[O-])c2)C(=O)O)cc1OC | 1 | 2 | -3 | -1 | 3 | -1 | 9 | 2 | 2 | -8
COc1ccc(NC(=O)Cn2nnc(C(=O)Nc3ccc(F)c(Cl)c3)c2N)cc1 | -1 | 0 | -3 | -1 | 0 | 8 | 7 | 9 | 4 | 4
CC(CNC(=O)COc1ccccc1)OC(=O)Nc1cccc(Cl)c1 (stereo unspecified) | 11 | 3 | 7 | 7 | 3 | 3 | 8 | 7 | x | -7
CCN1c2ccccc2-c2nc3ccccc3n2C1c1ccco1 (stereo unspecified) | -1 | 1 | 13 | 2 | 2 | 4 | -19 | 15 | 0 | -33
O=C(O)CCC(=O)NCC1OCCc2ccccc21 (stereo unspecified) | -7 | -2 | -5 | 2 | 1 | -7 | -4 | -12 | 0 | 6
COc1ccc(CCNC(=O)[C@@H](NC(=O)N2CCn3c2nc2ccccc23)C(C)C)cc1OC | -7 | 1 | 8 | x | -3 | -2 | 10 | 26 | 2 | -20
COc1ccc2[nH]c(=O)c(CN(Cc3cccs3)S(=O)(=O)c3cccc4nsnc34)cc2c1 | -2 | 0 | -8 | 3 | -2 | 5 | 76* | -7 | x | -15
CC(=O)C1=C(O)C(=O)N(c2ccc(O)cc2)C1c1ccc([N+](=O)[O-])cc1 (stereo unspecified) | 0 | 1 | -6 | 13 | 2 | 3 | 1 | 9 | 0 | -16
COc1ccc(-c2cc(-c3n[nH]c(=S)n3-c3ccccc3Cl)[nH]n2)cc1 | -7 | 0 | -3 | 3 | 0 | -3 | 4 | 4 | 4 | 0
CCCCc1cc(=O)oc2cc(C)cc(OCC(=O)NCc3ccncc3)c12 | -6 | -2 | 5 | 2 | -1 | 3 | -10 | -8 | 9 | -26
CC1CC(=O)N(c2ccc(N(C)Cc3ccccc3)c([N+](=O)[O-])c2)C1=O (stereo unspecified) | -4 | 4 | 5 | 1 | 0 | 0 | -3 | 0 | 0 | -42
C/C(N)=C(/C#N)C(=O)COC(=O)C1=NN(c2ccccc2)C(=O)CC1 | x | -1 | -1 | 2 | 3 | 2 | -20 | 10 | -1 | -31
CC1(C)Cc2c(sc(/N=C/N3CCCC3)c2C#N)C(C)(C)N1 | 0 | 6 | 1 | 1 | 0 | -9 | 13 | 6 | 0 | -13
O=C(NCCCn1ccnc1)c1ccc(Br)cc1 | -7 | 0 | 6 | 3 | -1 | 4 | -16 | -21 | -2 | -9
CCN1CCc2c(sc(N)c2C#N)C1 | -20 | -2 | 0 | 8 | -5 | 1 | 7 | -18 | 10 | 18
Cc1cc(-c2n[nH]c(=S)n2-c2ccc(F)cc2)nn1C | 10 | -3 | x | -2 | 1 | 1 | 9 | x | 2 | -33
COc1ccc(C2C(C(=O)Nc3cc(OC)c(OC)c(OC)c3)c3ccccc3C(=O)N2C)cc1 (stereo unspecified) | 5 | 4 | 4 | -5 | -1 | 59* | 98* | 1 | -2 | 39
CN(/C=C/C(=O)C(F)(F)C(F)(F)F)Cc1ccccc1 | 0 | -1 | -11 | -6 | -2 | -1 | 4 | -23 | 0 | 2
O=C(CSc1nnc2c(n1)[nH]c1ccc(F)cc12)NCc1ccc(F)cc1 | 5 | 2 | 0 | -1 | 1 | 0 | 14 | 22 | -3 | -13
COc1cc(NC(=O)c2cc(Cl)nnc2Cl)cc(OC)c1OC | -11 | 2 | 2 | -2 | 0 | -4 | -53 | 32 | -2 | -12
N#C/C(=C\c1cccnc1)c1nc2c(s1)CCCC2 | 11 | -1 | 71 | 5 | 4 | 2 | -141 | 107* | 3 | -68
Cc1ccccc1OC(C)C(=O)N1CCC(Cc2ccccc2)CC1 (stereo unspecified) | -3 | 6 | -7 | 5 | 0 | 0 | 12 | 0 | 1 | -28
Cc1cc(C)n2nc(-c3sccc3-n3c(C)ccc3C)cc2n1 | x | -1 | x | 3 | 2 | 1 | x | x | 0 | -20
COc1cc(/C=C(/C#N)C(=O)NCc2ccccc2)cc(OC)c1OC | 5 | 4 | 9 | x | 1 | -3 | -12 | 28 | -3 | -17
CCCn1cnc2c(cnn2-c2ccc(F)cc2)c1=O | -13 | 1 | 16 | 5 | 1 | -1 | -115 | 14 | 0 | -56
CCc1nc(SCc2ccc(F)cc2)[nH]c(=O)c1C#N | x | -2 | x | -4 | x | -2 | x | x | -6 | -1
CC(C)CC(=O)Nc1ccccc1N1CCN(c2ccc(F)cc2)CC1 | -2 | 4 | -1 | -3 | -1 | 0 | 0 | -1 | 0 | -45
COc1cc2[nH]c(=S)n(Cc3ccccc3)c(=O)c2cc1OC | 0 | -2 | 5 | x | 1 | 0 | 23 | -6 | 0 | -28
C=CCN1C(=O)C(C)(C)Nc2ccccc21 | -5 | 0 | -2 | -11 | -1 | 0 | -26 | 9 | x | -22
CCN1CCCC1CNCc1cccc(OC)c1OCc1ccc(F)cc1 (stereo unspecified) | 31 | -1 | 4 | -3 | 1 | 4 | 8 | 5 | -3 | 12
CN(CC(=O)Nc1ccccc1C(F)(F)F)C(=O)COc1ncnc2ccccc12 | -24 | 0 | 3 | -1 | -2 | 0 | -1 | 0 | -1 | -15
Fc1cccc(CSc2nc3ncc(Cl)cc3[nH]2)c1 | 3 | 0 | 9 | x | 4 | 1 | -30 | 25 | -1 | -41
c1ccc(-c2noc(CC3CCCCC3)n2)nc1 | 5 | 1 | 24 | 0 | 1 | -6 | -69 | 34 | -1 | -148
O=C(C(Cc1ccccc1)n1cccc1)N1CCN(c2ncccn2)CC1 (stereo unspecified) | 50* | 1 | 8 | 5 | 1 | 2 | 2 | 16 | -2 | -6
CCN=C1SC(CC(=O)Nc2ccc(C(F)(F)F)cc2)C(=O)N1CC (stereo unspecified) | 0 | -7 | 10 | 9 | 0 | -2 | 26 | 10 | -1 | -29
CN(C)c1ccc(C(=S)Nc2ccccc2)cc1 | 2 | 57* | -82* | 0 | 5 | 7 | 22 | -85 | -1 | -62
Cc1cc(C)c(-n2c(O)c(C=NCCN3CCOCC3)c(=O)[nH]c2=O)c(C)c1 | 0 | 2 | -7 | 4 | -2 | -6 | 6 | 0 | -4 | 12
CC1(C)Cc2cccc(OCC(=O)N3CCN(S(=O)(=O)c4ccccc4)CC3)c2O1 | -1 | -3 | 4 | 4 | 0 | 2 | 15 | 7 | 0 | 6
Cc1nnc(NC(=O)c2ccc(-c3cccc(C(F)(F)F)c3)o2)s1 | x | -5 | x | -6 | x | -2 | x | x | 1 | -9
COc1cccc(NC(=O)c2ccco2)c1 | x | 1 | 14 | 6 | -1 | 4 | -116 | 14 | -1 | -36
Cc1cc(C)nc(SCc2nnc(SCC(=O)Nc3c(C)cccc3C)o2)n1 | -4 | 2 | 8 | 11 | -3 | 7 | 11 | -8 | 0 | 10
CC(=O)c1ccc(N2CCN(c3ccc4cc(S(=O)(=O)N5CCC(C)CC5)ccc4n3)CC2)cc1 | -1 | 0 | -2 | -7 | 1 | 6 | 47 | 0 | 0 | -18
CCC(C)NC(=O)c1ccccc1NC(=O)CN1C(=O)c2ccccc2S1(=O)=O (stereo unspecified) | -17 | 0 | -5 | 12 | -4 | 4 | 5 | 12 | -4 | 7
Cc1c(NC(=O)C(C)Sc2ccc3ccccc3n2)c(=O)n(-c2ccccc2)n1C (stereo unspecified) | -3 | -3 | 4 | 1 | 0 | -4 | 6 | 5 | 1 | -36
CCC1=C(OC(=O)N(CC)CC)N2C(=O)OC(=NCC(=O)OC)[C@]2(C)[C@H]2C1=CC[C@H]1C(=O)N(C)C(=O)[C@H]12 | 7 | x | 0 | -3 | 2 | x | 7 | -12 | 4 | x
COc1ccc(-n2c(C)nc3sc4c(c3c2=O)CCC4)cc1 | -5 | 1 | 2 | 1 | 0 | -2 | -11 | 25 | x | -48
CN(C)c1cccc(C(=O)NCc2ccccc2)c1 | 14 | 0 | -5 | 4 | 4 | -4 | -25 | -14 | -9 | 6
CCCC(=O)N1CCN(c2nc3ccc(Cl)cc3s2)CC1 | -9 | -1 | -33 | 12 | 0 | 0 | -139 | -46 | -4 | -182
COc1cc2c(cc1OC)-c1cc(Nc3ccc(F)cc3)nc(=O)n1CC2 | 95* | -3 | -12 | 6 | 1 | 2 | 53 | 2 | -1 | -39
O=C1CCN(C(=O)c2ccc(Cl)cc2)N1 | -15 | 0 | -6 | 5 | -2 | 2 | 12 | 11 | x | -13
Cc1ccc2c(-c3ccc([N+](=O)[O-])cc3)cc(=O)[nH]c2c1 | 6 | -1 | -12 | x | 2 | 9 | 32 | -6 | 0 | -54
Cc1ccc(NC(=O)C2CC(=O)n3c(nc4ccccc43)N2)cc1 (stereo unspecified) | 5 | -1 | 3 | -4 | 0 | 3 | 3 | 2 | -2 | 6
CCCCNC(=O)Cn1c2c(c(-c3ccccc3Cl)cc1=O)CCC2 | 22 | 1 | -11 | 4 | 1 | 1 | 11 | -13 | -1 | -22
COc1ccc(CCNC(=O)Cn2c(=O)oc3ccccc32)cc1OC | 12 | -2 | -4 | 1 | 3 | -2 | 11 | 7 | -1 | -4

Some of these compounds in order of their number in HSF1 inhib, descending:
SMILES | HSF1 inhib
COc1ccc(-n2c(C)nc3sc4c(c3c2=O)CCC4)cc1 | 2
CN(C)c1cccc(C(=O)NCc2ccccc2)c1 | -5
CCCC(=O)N1CCN(c2nc3ccc(Cl)cc3s2)CC1 | -33

Assay outcomes: PubChem, several laboratories
